Screens deposited in PubChem by Broad Institute.
ERAP1 HTS inh – inhibitors of human ERAP1 aminopeptidase. Q9NZ08. recombinant ERAP1, Leu-AMC fluorescence, 60 min. inhibition, % at 10.7 µM. 340,000 compounds, 0.15% hits. AID 652197;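 active means mean replicate inhibition of at least 30%, or all replicates individually reaching that 30% level; inactive means mean below 30% and not every replicate reaching it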;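 further: 0% = neutral control wells and 100% = L-leucinethiol positive control wells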
PGC1a acetyl inh – lowers PGC1a acetylation signal in U2OS cells. 350,000 compounds, 0.17% hits. inhibition, % at 15.6 µM. AID 651687. AlphaScreen anti-acetyl-lysine; with virally co-expressed GCN5 acetyltransferase;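 active means every replicate shows inhibition of at least 40%; inconclusive means mean inhibition at least 40% but some replicate below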;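 further: 0% = neutral control wells and 100% = positive control wells; some results beyond the cut were filed as inactive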
S100A4 inh HTS – inhibitors of human S100A4 binding to myosin IIA peptide. 360,000 compounds, 0.14% hits. P26447. S100A4/TAMRA-MyoIIA peptide fluorescence polarization. inhibition, % at 10.7 µM;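 active means mean inhibition of at least 70% across replicates, with every replicate also reaching that level; inconclusive means mean inhibition reaches 70% but some replicates fall short; inactive means mean inhibition below 70%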
Target sequence (P26447 whole entry, looked up): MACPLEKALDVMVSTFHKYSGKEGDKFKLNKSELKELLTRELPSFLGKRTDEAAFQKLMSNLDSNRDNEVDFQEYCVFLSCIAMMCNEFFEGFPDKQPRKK
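Material: S100A4 monomer protein | Medium: HEPES pH 7.2 with CaCl2, KCl, NaCl, DTT, Triton | Reagent: Labelled myosin peptide probe, 5 nM | Doses: One dose per compound | Times: 5 min incubation before reading | Benchmarks: Neutral control DMSO, positive control TFP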
C2C12 statin – protects C2C12 myotubes from simvastatin toxicity | ATP luminescence, 48 h; scaled: DMSO 0, geranylgeraniol control 100 | rescue of ATP level, % at 7.49 µM | 330,000 compounds, 0.78% hits | AID 602340;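 active means mean ATP rescue above about 67%, or every replicate alone reaching that limit, limit read from the data, passing the limit was not always enough; inconclusive means no clear call, values can overlap the other calls; inactive means mean under the limit and some replicate under it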;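 further: myotubes were challenged with 10 µM simvastatin during compound exposure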
Cneo AK release – Cryptococcus neoformans lysis via adenylate kinase release; C. neoformans lysis, adenylate kinase release luminescence, 4 h; normalised: neutral wells 0, clomiphene wells 100; lysis activity, % at 15 µM; 360,000 compounds, 0.2% hits; AID 651654;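 active means mean lysis activity across replicates of at least 80%, whatever share of replicates individually reach that level; inactive means mean lysis activity below 80%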
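Material: C. neoformans cells | Amount: Yeast cell density of 5 × 10^6 cells/mL | Medium: Fresh YPD growth medium | Dosing: Single dose | Times: Static 4 h at 37 °C with compound, 1 h detection | Detection: AK luminescence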
SIRT5 block – inhibitors of human sirtuin-5 desuccinylase; Purified SirT5, succinyl-peptide AMC, trypsin-coupled fluorescence; 330,000 compounds, 1.1% hits; Q9NXA8; AID 652115; inhibition, % at 15 µM; in the data active means inhibition above about 15%; inconclusive means no clear call, values can overlap the other calls
Target sequence (Q9NXA8 whole entry, looked up): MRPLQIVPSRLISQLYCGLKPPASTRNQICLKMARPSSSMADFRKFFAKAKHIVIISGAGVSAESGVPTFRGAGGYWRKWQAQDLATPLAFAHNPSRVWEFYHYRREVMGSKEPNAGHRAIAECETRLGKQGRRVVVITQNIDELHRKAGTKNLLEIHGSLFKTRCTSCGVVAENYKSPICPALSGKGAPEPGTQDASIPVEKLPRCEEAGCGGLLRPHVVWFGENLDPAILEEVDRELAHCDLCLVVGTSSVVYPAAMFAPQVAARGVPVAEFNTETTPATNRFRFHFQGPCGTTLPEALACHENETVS
XiGFP reactiv – reactivates the inactive X chromosome in mouse fibroblasts; XiGFP mouse fibroblasts, % GFP-positive cells imaging, 3 d; cells co-treated with 5-aza-dC sensitizer; scaled so ellipticine positive control = 100%; activation, % at 7.58 µM; 360,000 compounds, 0.055% hits;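 active means mean normalized replicate activation at least 10% and every replicate at or above 10%; inconclusive means only one of the two criteria met; inactive means mean below 10% and not all replicates reach 10%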;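 further: 0% = median of on-plate neutral control wells and 100% = ellipticine 6 µM median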
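material = 68-5-11 XiGFP fibroblast line | medium = DMEM plus 5-aza-dC sensitizer | schedule = 3 days compound exposure | benchmarks = positive control ellipticine, 6 µM final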
LGR2 antag – blocks bursicon-induced cAMP signaling via Drosophila LGR2 | HEK293 LGR2, CRE-luciferase, bursicon-stimulated, 4 h | inhibition, % at 9.99 µM | 380,000 compounds, 0.35% hits;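 active means drop in luminescence signal, shown as inhibition above about 50% in the replicate tests, limit read from the data, passing the limit was not always enough; inconclusive means probably only some replicates passing the limit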;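 further: agonist challenge used bursicon conditioned medium at about half maximal strength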
Numbers without * were called inactive; ? = inconclusive; . = not tested or not shown.

[1] O=C(NCc1ccco1)C1CC(=O)N(c2ccc(O)cc2)C1 (stereo not drawn)
[2] CCC(=O)Nc1ccc2c(c1)C(=O)N(C)C[C@H](OC)[C@H](C)CN(Cc1ccccc1)[C@H](C)CO2
[3] CCCN1C[C@@H](C)[C@H](OC)CN(C)C(=O)c2cc(NC(=O)COC)ccc2OC[C@@H]1C
[4] COc1ccc(NC(=O)COC(=O)CCc2ccccc2)c(OC)c1
[5] Cc1cc(NC(=O)COC(=O)c2ccc(Cl)cc2)no1
Assay by compound	1	2	3	4	5
ERAP1 HTS inh	.	1	.	-6	2
PGC1a acetyl inh	11	-5	2	.	8
S100A4 inh HTS	.	-4	.	4	-13
C2C12 statin	2	5	-11	-10	8
Cneo AK release	1	0	-1	0	-3
SIRT5 block	.	1	.	1	-1
XiGFP reactiv	.	-0.1	0.0	-0.1	0.1
LGR2 antag	3	-3	-7	9	1

[6] C[C@H](CO)N1C[C@H](C)[C@H](CN(C)Cc2ccc(C(=O)Nc3ccccc3N)cc2)Oc2ccc(NC(=O)Nc3ccc(F)cc3)cc2CC1=O
[7] Cc1cccc(NC(=O)NNS(=O)(=O)c2ccc(F)cc2)c1
[8] C[C@H](CO)N1C[C@H](C)[C@H](CN(C)Cc2ccc3c(c2)OCO3)Oc2ccc(NS(=O)(=O)c3cccs3)cc2C1=O
[9] CCCc1nc(C)c2c(=O)[nH]c(-c3cc(S(=O)(=O)N4CCN(CC)CC4)ccc3OCC)nn12
[10] Cc1nccn1-c1ccc(NC(=O)[C@@H](Cc2ccccc2)NC(=O)[C@H]2O[C@@H](n3ccc(=O)[nH]c3=O)[C@H](O)[C@@H]2O)cc1
Assay by compound	6	7	8	9	10
ERAP1 HTS inh	-2	-1	-2	-5	2
PGC1a acetyl inh	-12	.	13	-22	.
S100A4 inh HTS	-9	-1	-1	-6	54
C2C12 statin	?	.	-29	4	.
Cneo AK release	.	.	1	1	.
SIRT5 block	4	-5	-2	-2	1
XiGFP reactiv	-0.4	0.2	-0.4	-0.1	0.5
LGR2 antag	-39	5	4	-25	-5

[11] C[C@H]1CN([C@@H](C)CO)C(=O)c2cc(-c3ccncc3)cnc2O[C@@H]1CN(C)C(=O)Cc1ccccn1
[12] Cc1ccc(CCNc2ncnc(Cl)c2N)cc1
[13] Cc1cc(C)c(NC(=O)NC(=O)C(Cl)(Cl)Cl)c(C)c1
[14] Clc1cncc(Cl)c1N/N=C/c1ccccc1
[15] CCCCOc1ccc(-c2c(C#N)c(N)nc(SCC(N)=O)c2C#N)cc1
Assay by compound	11	12	13	14	15
ERAP1 HTS inh	1	-1	2	0	.
PGC1a acetyl inh	12	-23	12	-11	16
S100A4 inh HTS	8	4	-2	-6	.
C2C12 statin	4	-29	.	.	-25
Cneo AK release	1	-1	0	.	-5
SIRT5 block	1	.	0	0	.
XiGFP reactiv	0.0	0.3	0.0	0.4	.
LGR2 antag	-17	-54	.	-36	18

[16] CC(=O)c1c(C)[nH]c(C(=O)CN2C(=O)NC3(CCCCC3)C2=O)c1C
[17] COCc1nnc(NS(=O)(=O)c2ccc(Cl)cc2)s1
[18] CCCn1cc(CN2CCC(Cc3ccccc3)(C(=O)OCC)CC2)c(C)n1
[19] Cc1nc(N)ncc1CCC1OCCO1
[20] CCOC(=O)C1CCN(S(=O)(=O)c2ccc(CN3C(=O)c4cccnc4C3=O)cc2)CC1
Assay by compound	16	17	18	19	20
ERAP1 HTS inh	1	1	10	4	0
PGC1a acetyl inh	.	9	3	.	.
S100A4 inh HTS	-2	20	0	-2	15
C2C12 statin	.	3	-12	.	.
Cneo AK release	.	16	-3	.	.
SIRT5 block	-7	2	-5	0	2
XiGFP reactiv	-0.1	0.1	0.1	0.1	0.1
LGR2 antag	-12	0	6	-9	-1

[21] Cc1cccc(-n2c(CCCN3C(=O)c4ccccc4C3=O)nc3ccccc3c2=O)n1
[22] Cc1ccc(-n2ncc3c2CCCC3NC(=O)CCc2c(C)noc2C)cc1C (stereo not drawn)
[23] CCCN(C)C[C@@H]1Oc2ncc(-c3ccccc3OC)cc2C(=O)N([C@H](C)CO)C[C@H]1C
[24] O=C(NNC(=O)c1ccccc1O)c1ccc(S(=O)(=O)Nc2ccccc2F)cc1
[25] CC(C)(C)Sc1ccc2nc3c(n2c1)CCCC3
Assay by compound	21	22	23	24	25
ERAP1 HTS inh	.	4	1	-3	.
PGC1a acetyl inh	2	-2	5	7	.
S100A4 inh HTS	.	4	-4	-2	.
C2C12 statin	-9	6	-33	3	-22
Cneo AK release	1	-2	-4	2	28
SIRT5 block	.	0	0	-1	.
XiGFP reactiv	.	0.1	-0.8	0.0	0.3
LGR2 antag	2	3	-2	11	-33

[26] CCc1nc2c(OCc3cc(Cl)cc(Cl)c3)cccn2c1N(C)C(=O)Nc1ccccc1OC
[27] Cc1noc(C)c1S(=O)(=O)Nc1ccc2c(c1)C(=O)N([C@H](C)CO)C[C@H](C)[C@@H](CN(C)C(=O)NC(C)C)OCCCC[C@H](C)O2
[28] Cc1ccc(S(=O)(=O)Cc2ccc([N+](=O)[O-])cc2)cc1
[29] CC(C)(C)c1cc(-c2nc(N)nc(N)n2)c(O)c(C(C)(C)C)c1
[30] COc1cccc(NC(=O)N[C@H]2CC[C@@H](CC(=O)N3CCN(C)CC3)O[C@@H]2CO)c1
Assay by compound	26	27	28	29	30
ERAP1 HTS inh	1	0	0	2	2
PGC1a acetyl inh	4	10	.	.	-2
S100A4 inh HTS	-1	-8	0	1	-4
C2C12 statin	-18	.	-10	-27	1
Cneo AK release	3	-7	-1	1	0
SIRT5 block	.	-5	-3	.	0
XiGFP reactiv	0.4	0.2	0.0	-0.1	0.5
LGR2 antag	18	5	8	0	-9

[31] CCSc1ncc(Cl)c(C(=O)Nc2ccccc2OC)n1
[32] CO[C@H]1CN(C)C(=O)c2ccc(NS(=O)(=O)c3cccc(F)c3)cc2OC[C@H](C)N(Cc2cc(F)ccc2F)C[C@H]1C
[33] O=C(O)CSc1nc2ccc(Br)cc2[nH]1
[34] COc1ccc(N2C(=O)CC(N3CCN(c4ccccc4OC)CC3)C2=O)cc1 (stereo not drawn)
[35] COc1ccc(NC(=O)N[C@@H]2C=C[C@H](CC(=O)NC3CCCCC3)O[C@@H]2CO)cc1
Assay by compound	31	32	33	34	35
ERAP1 HTS inh	.	0	-2	-2	2
PGC1a acetyl inh	.	-6	3	5	-22
S100A4 inh HTS	4	-10	2	-2	46
C2C12 statin	3	22	6	13	12
Cneo AK release	-1	-2	.	2	54
SIRT5 block	-1	.	.	-2	9
XiGFP reactiv	0.2	-0.5	0.2	0.0	-0.5
LGR2 antag	4	11	24	-4	9

[36] Cc1noc(C)c1NC(=O)N(C)C[C@@H]1OCCCC[C@@H](C)Oc2ccc(NS(C)(=O)=O)cc2C(=O)N([C@H](C)CO)C[C@H]1C
[37] CNC[C@H]1Oc2cc(C#CCC3CCCC3)ccc2S(=O)(=O)N([C@H](C)CO)C[C@H]1C
[38] CCc1c(-c2ccccc2)[n+](=O)c2c(n1[O-])CCC2
[39] O=C1CC(c2ccccc2)=Nc2ccccc2N1Cc1ccccc1
[40] CCCNC(=O)CNC(=S)N(Cc1cc(OC)c(OC)c(OC)c1)C1CCCC1
Assay by compound	36	37	38	39	40
ERAP1 HTS inh	.	0	.	12	0
PGC1a acetyl inh	3	-30	7	.	-8
S100A4 inh HTS	.	-16	-5	-3	-2
C2C12 statin	.	.	.	.	.
Cneo AK release	3	15	0	.	1
SIRT5 block	.	2	-1	-3	-5
XiGFP reactiv	0.0	-1.1	0.0	0.0	-0.1
LGR2 antag	11	10	-1	-14	19

Among those listed so far, these have an aryl thioether with sulfur outside any ring:
[15] CCCCOc1ccc(-c2c(C#N)c(N)nc(SCC(N)=O)c2C#N)cc1
[25] CC(C)(C)Sc1ccc2nc3c(n2c1)CCCC3
[31] CCSc1ncc(Cl)c(C(=O)Nc2ccccc2OC)n1
[33] O=C(O)CSc1nc2ccc(Br)cc2[nH]1
Assay by compound	15	25	31	33
ERAP1 HTS inh	.	.	.	-2
PGC1a acetyl inh	16	.	.	3
S100A4 inh HTS	.	.	4	2
C2C12 statin	-25	-22	3	6
Cneo AK release	-5	28	-1	.
SIRT5 block	.	.	-1	.
XiGFP reactiv	.	0.3	0.2	0.2
LGR2 antag	18	-33	4	24

Next section:
[41] O=[N+]([O-])c1ccc(Cl)cc1Sc1nc2ccccc2o1
[42] CCNC(=O)[C@@H]1[C@@H](CO)[C@@H]2Cn3c(ccc(-c4ccncc4)c3=O)[C@@H]2N1Cc1ccc2c(c1)OCO2
[43] Clc1ccc(-c2csc(Nc3cccnc3)n2)cc1
[44] O=C(C[C@H]1CC[C@@H](NC(=O)c2ccc(F)cc2)[C@H](CO)O1)NCc1ccncn1
[45] O=C1NC(=O)C2(CCCCC2C2CCCCC2)N1 (stereo not drawn)
Assay by compound	41	42	43	44	45
ERAP1 HTS inh	2	-3	.	1	1
PGC1a acetyl inh	-10	.	.	3	-2
S100A4 inh HTS	3	6	1	-4	-3
C2C12 statin	35	-1	.	8	0
Cneo AK release	1	0	.	54	0
SIRT5 block	0	-8	8	4	-3
XiGFP reactiv	.	0.4	0.0	-0.4	0.3
LGR2 antag	21	3	-56	2	-14

[46] CSCc1c(C(=O)Nc2ccccc2N2CCOCC2)oc2ccccc12
[47] O=C(NC1CCN(C(=O)NCc2ccccc2)CC1)c1ccc(F)cc1
[48] N#C[C@@H]1[C@@H](c2ccc(C3=CCCCC3)cc2)[C@H](CO)N1S(=O)(=O)c1ccccc1
[49] CC(C)C[C@H](CO)Nc1nc(Nc2cccc(Cl)c2)c2ncn(C(C)C)c2n1
[50] Cc1cc(C)n(C2CCCCC2OC(=O)CCc2ccccc2)n1 (stereo not drawn)
Assay by compound	46	47	48	49	50
ERAP1 HTS inh	3	-5	-1	-2	.
PGC1a acetyl inh	4	.	1	.	-7
S100A4 inh HTS	-4	-2	3	27	0
C2C12 statin	-20	-11	1	6	2
Cneo AK release	-1	-1	3	0	-1
SIRT5 block	0	.	1	.	2
XiGFP reactiv	0.0	0.1	-0.1	0.5	0.0
LGR2 antag	0	-11	0	25	9

[51] CO[C@H]1CN(C)C(=O)c2cc(NS(C)(=O)=O)ccc2OC[C@@H](C)N(C(=O)C2CC2)C[C@@H]1C
[52] Cc1ccc(NC(=O)CCC(=O)O)cc1F
[53] COc1ccc(C(=O)O/N=C(\N)c2ccccn2)cc1[N+](=O)[O-]
[54] CN(C(=O)COC(=O)c1cccs1)c1c(N)n(Cc2ccccc2)c(=O)[nH]c1=O
Assay by compound	51	52	53	54
ERAP1 HTS inh	-1	-1	-3	-1
PGC1a acetyl inh	6	15	10	-4
S100A4 inh HTS	-4	-10	1	-8
C2C12 statin	-11	-12	2	0
Cneo AK release	2	0	-1	7
SIRT5 block	-1	-2	1	-3
XiGFP reactiv	-0.3	.	0.0	0.0
LGR2 antag	-1	0	-45	9

The list is partial. The share of hits here may be higher or lower than overall.
